Bioassay records (PubChem)
PMI inhibition = human PMI inhibitors, high substrate, primary screen, biochemical, fluorescence intensity, high mannose 6-phosphate (AID 1220); Mannose-6-phosphate isomerase (Homo sapiens); recombinant PMI enzyme, coupled fluorescence intensity; higher % means a stronger effect; inhibition, % at 20 µM, or IC50 in µM where a hit was titrated; 0.66% of 190,000 active
Siah-1 displacement = Siah-1 peptide-binding antagonists, primary screen, biochemical, fluorescence polarization, rhodamine-plectin, uHTS (AID 1817). Siah-1 / rhodamine-plectin peptide fluorescence polarization; higher % means a stronger effect. one-dose displacement, % at 20 µM; IC50 in µM for titrated hits. 0.02% of 290,000 active;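 active means displacement of at least 50% at 20 µM, with a fluorescence ratio check between 0.3 and a set limit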;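 further: plate controls were Siah plus tracer with DMSO for no effect and tracer alone without Siah for full effect; strong numbers were not always called active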
AID2073 = inhibitors of Mint1-CaV2.2 protein interaction, biochemical, HTRF (AID 2073); HTRF protein-protein interaction, Mint1-CaV2.2; higher % means a stronger effect; 0.19% of 290,000 active; inhibition, % at 20 µM; hits with a dose series show IC50 in µM; Voltage-dependent N-type calcium channel subunit alpha-1B (Homo sapiens); in the data active means inhibition mostly above about 51%, no sharp cut-off; inconclusive means no clear call, values can overlap the other calls; inactive means mostly below about 53%; further: some results filed as inactive read as strong as hits
P. falciparum M17LAP = P. falciparum M17LAP inhibitors, primary screen, biochemical, fluorogenic H-Leu-NHMec substrate, 1536-well (AID 1619); Leucine aminopeptidase (Plasmodium falciparum (isolate 3D7)); recombinant M17LAP, H-Leu-NHMec fluorogenic kinetic assay; higher % means a stronger effect; one-dose inhibition, % at 30 µM; IC50 in µM for titrated hits; 0.38% of 220,000 active;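 active means compound inhibiting the enzyme by more than half at any dose during confirmatory dose-response retesting; inconclusive means strong single-dose inhibitors picked by rank but not retested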;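 further: plate controls were full reaction with DMSO carrier for no effect and no enzyme background for full effect; strong numbers were not always called active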
PMI inhibitors = inhibitors of human PMI, primary screen, biochemical, fluorescence intensity, coupled assay (AID 1209) | Mannose-6-phosphate isomerase (Homo sapiens) | purified PMI enzyme, coupled fluorescence intensity; higher % means a stronger effect | one-dose inhibition, % at 20 µM; IC50 in µM for titrated hits | 0.42% of 190,000 active;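 further: plate controls were DMSO vehicle for no effect and wells lacking substrate for full effect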
M1AAP inhibition = P. falciparum M1AAP inhibitors, biochemical, fluorogenic H-Leu-NHMec substrate, 1536-well (AID 1445). 0.42% of 220,000 active. recombinant M1AAP, H-Leu-NHMec fluorogenic kinetic assay; higher % means a stronger effect. one-dose inhibition, % at 30 µM; IC50 in µM for titrated hits;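 active means primary inhibition above the hit cutoff, then over 50% inhibition at one or more dose response concentrations, cut at about 23% in these data, passing the limit was not always enough; inconclusive means conflicting primary data, or primary hits not chosen for dose response; inactive means low primary inhibition, or under 50% at every dose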;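 further: plate controls were DMSO full reaction for no effect and no enzyme background for full effect; strong numbers were not always called active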
Dynein cargo inh = inhibitors of GR-EGFP nuclear translocation, primary screen, dynein cargo transport inhibitor project, imaging, high-content, 3617.4 mouse cells. test concentration mostly 20 µM; stimulated with dexamethasone, 1 µM; active compounds read low. z-score, hits read low. 0.47% of 220,000 active. AID 1381, 2008;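 active means plate z-score of nuclear minus cytoplasmic receptor signal below a set negative limit, without overly bright fluorescence or cell loss, cut at about -3.5 in these data, passing the limit was not always enough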;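 further: z-score of nuclear minus cytoplasmic ring GR-EGFP intensity difference per well; some compounds called inactive have numbers as strong as hits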
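Buffer or medium – tet-free medium with charcoal-stripped serum · Signal – automated 10x imaging of fixed Hoechst-stained cells · Also added – dexamethasone agonist, 1.0 µM final, for 30 min · Incubation – induction 48 h, compound 1 h, agonist 30 min · Read-out – GR-EGFP nuclear translocation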
LYP phosphatase = inhibitors of LYP phosphatase, biochemical, fluorescence intensity, uHTS (AID 1779); recombinant LYP phosphatase, fluorescence intensity; higher % means a stronger effect; Tyrosine-protein phosphatase non-receptor type 22 (Homo sapiens); 0.054% of 290,000 active; inhibition, % at 11.5 µM, or IC50 in µM where a hit was titrated;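 further: plate controls were vehicle with enzyme for no effect and no enzyme for full effect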
XIAP antagonists = XIAP antagonists, biochemical, IAP family, fluorescence polarization (AID 1018). XIAP BIR domain, fluorescence polarization peptide displacement; higher % means a stronger effect. E3 ubiquitin-protein ligase XIAP (Homo sapiens). one-dose displacement, % at 20 µM; IC50 in µM for titrated hits. 0.007% of 200,000 active; in the data active means displacement above about 50%; further: a part of the inactive calls stands beside numbers as strong as those of hits
Dynein cargo inh cytoplasmic EGFP = further read-out of Dynein cargo inh, marked with its call; z-score; measured here: cytoplasmic GR-EGFP intensity; active compounds read high
Dynein cargo inh nuclear GR-EGFP = further read-out of Dynein cargo inh, marked with its call; z-score; measured here: nuclear GR-EGFP intensity;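 lower value marks the stronger effect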
Dynein cargo inh cell count = further read-out of Dynein cargo inh, marked with its call; z-score; measured here: cell count per field
An asterisk follows results filed as active; u = inconclusive; x = not tested or not shown. Unless noted, no stated cut-off is given here; in the data, active means inhibition above about 50%; inactive means the rest.

SMILES | PMI inhibition | Siah-1 displacement | AID2073 | P. falciparum M17LAP | PMI inhibitors | M1AAP inhibition | Dynein cargo inh | Dynein cargo inh cytoplasmic EGFP | Dynein cargo inh nuclear GR-EGFP | Dynein cargo inh cell count | LYP phosphatase | XIAP antagonists
Cc1cc(C(=O)N/N=C/c2ccc(Cl)c([N+](=O)[O-])c2)c(C)n1-c1ccc(F)cc1 | -24% | -1% | 6% | 7% | -29% | 9% | -0.14 | -0.14 | 0.0029 | -0.12 | -2% | 38%
Cc1noc(N)c1C1(O)C(=O)N(C(C)C)c2ccccc21 (stereo unspecified) | 2% | 4% | 4% | -8% | 0% | 3% | -0.41 | -0.29 | -0.26 | -0.0029 | -8% | -6.6%
CC(C)(C)c1ccc(CSc2nnc(-c3ccccc3NC(=O)c3ccccc3)o2)cc1 | 15% | -1% | 14% | -9% | 11% | 6% | 0.33 | -0.31 | 0.052 | -0.41 | -1% | -1.2%
CCOc1ccc(C(C)=O)cc1CN1C(=O)NC2(CCCCCCC2)C1=O | -7% | -3% | -8% | -6% | -7% | -5% | -0.52 | -0.34 | 0.072 | 0.79 | 2% | -9.2%
COC(=O)c1ccccc1NC(=O)C1CCN(S(C)(=O)=O)CC1 | 10% | 1% | -1% | 0% | 5% | -1% | 0.13 | -0.25 | 0.43 | 0.67 | -4% | -2.6%
Cn1c(=O)c2[nH]c(CNc3ccc(C(=O)O)cc3)nc2n(C)c1=O | x | -4% | 5% | 1% | x | 3% | -0.12 | -0.26 | 0.0046 | 0.1 | 0% | x
O=C(c1ccc(CN2CCOCC2)cc1)N1CCN(c2ccccc2F)CC1 | -8% | 4% | -5% | 17% | -4% | 13% | 0.31 | -0.13 | 0.22 | 0.15 | -9% | -3.9%
c1nnn(C23CC4CC(CC(C4)C2)C3)n1 | 2% | 4% | -7% | -13% | 6% | -4% | -0.14 | -0.31 | -0.15 | 1 | 2% | -1.8%
COc1cc(OC)cc(C(=O)NCC(=O)OCC(=O)N2CC(C)CC(C)C2)c1 (stereo unspecified) | -4% | -1% | 0% | -5% | -5% | 5% | -0.47 | -0.14 | -0.14 | -0.18 | -4% | -9.6%
CC(C)(C)C(=O)NC(=S)N1CCCC1 | 8% | 0% | -8% | 6% | 17% | -4% | 0.15 | -0.12 | 0.18 | -0.72 | 1% | -1.7%
COc1cc(NC(=S)NCCc2c[nH]c3ccccc23)c(OC)cc1Cl | 21% | -5% | 7% | -6% | 24% | 8% | 0.27 | -0.11 | 0.25 | -0.97 | -2% | -13%
CCCC(C(=O)O)N1C(=O)/C(=C/c2cccn2C)SC1=S (stereo unspecified) | 31% | -11% | -3% | u | 21% | 15% | 0.79 | -0.23 | 0.14 | -0.61 | 6% | -5.3%
Cc1cc(SCC(=O)Nc2cccc(S(N)(=O)=O)c2)c(C)cc1Br | 2% | 2% | 0% | -4% | 2% | 2% | -0.32 | -0.3 | -0.04 | -0.0049 | -2% | -11%
CCOc1ccccc1N1CCN(Cc2cccc(OC)c2OC)CC1 | -4% | -2% | -6% | 19% | 0% | -2% | -0.94 | -0.21 | -0.23 | 0.81 | -11% | -3.7%
COc1ccc(NC(=O)c2c[nH]n3c(=O)cc(C4CCN(C(=O)OC(C)(C)C)CC4)nc23)cc1Cl | 7% | 4% | 22% | -1% | -1% | -4% | 1 | -0.19 | 0.65 | -1.3 | 6% | -2.9%
NC(=S)N/N=C/c1cn(CCC(=O)O)nc1-c1cccc(Br)c1 | x | 8% | -9% | 7% | x | 4% | 0.013 | -0.26 | -0.1 | -0.21 | 0% | x
O=c1cc(CCl)nc2scc(-c3ccccc3)n12 | x | 5% | 18% | 7% | x | 4% | -1.5 | -0.22 | -0.68 | 1.3 | -8% | x
O=C(COC(=O)c1ccc2c(c1)OCCO2)Nc1cc(S(=O)(=O)N2CCOCC2)ccc1Cl | 8% | 4% | -2% | 2% | 14% | 1% | -0.52 | -0.38 | 0.041 | 0.97 | -3% | -0.2%
CCOC(=O)c1cc(OC(=O)c2ccccc2Br)n(-c2ccccc2)n1 | -9% | 1% | 1% | 9% | -3% | 0% | 0.88 | -0.036 | 0.32 | -0.23 | 0% | -3.2%
CCOC(=O)c1cc2sccc2n1CC(=O)N1CCCC1 | 2% | -1% | -1% | -3% | -4% | 19% | -0.62 | -0.21 | -0.14 | 0.6 | -1% | -4.2%
C=Cn1cc[n+](CC(=O)C(C)(C)C)c1 | -1% | -3% | 3% | -3% | -3% | 0% | 0.44 | -0.22 | 0.28 | 0.19 | 0% | 1.9%
c1ccc(-c2c[n+]3c(n2-c2ccccc2)CCC3)cc1 | x | -2% | u | 3% | x | 8% | 0.5 | -0.23 | 0.65 | 0.64 | -9% | x
CCOC(=O)c1cnc(SC)nc1N | 6% | 2% | 13% | -1% | 12% | 9% | -0.41 | -0.19 | -0.42 | 0.74 | 8% | -3.0%
CCOC(=O)N1CCN(c2ccccc2OC)CC1 | x | -4% | -13% | -12% | x | -1% | -0.32 | -0.2 | -0.18 | -0.32 | -10% | x
CC(c1n[nH]c(=S)n1Cc1ccccc1)N(C)C (stereo unspecified) | -13% | 1% | -13% | -5% | -11% | 8% | 0.43 | -0.21 | -0.042 | 0.56 | 3% | -3.4%
O=C(NC1CCCc2ccccc21)c1cccc(S(=O)(=O)N2CCOCC2)c1 (stereo unspecified) | 9% | 0% | 3% | 3% | 4% | 2% | -0.52 | -0.25 | -0.64 | 0.62 | 2% | -3.7%
COCCCN1C(=O)C(=O)/C(=C(/O)c2ccc(OC(C)C)cc2)C1c1ccc(O)c(OC)c1 (stereo unspecified) | 8% | 3% | 6% | 19% | 8% | 4% | -1.5 | -0.31 | -1.3 | 0.69 | 0% | -0.9%
COc1ccc(/C=C2\N=C(c3ccccc3)N(c3ccc(C(=O)O)cc3)C2=O)cc1OC | x | 0% | -6% | 16% | x | 4% | 0.75 | -0.21 | 0.95 | -0.65 | 3% | x
CN(CC(=O)NC1CCCCCC1)S(=O)(=O)c1ccccc1 | 2% | -1% | 3% | -7% | 0% | 2% | 0.24 | -0.21 | -0.0095 | -1.3 | -1% | 1.4%
O=C(Nc1ccc(Oc2ccccc2)cc1)C1CC1 | 4% | 11% | -2% | 2% | 5% | 4% | 0.057 | -0.32 | 0.037 | -0.34 | -8% | -3.8%
COc1ccc(-n2c(N)c(C(=O)NCc3ccco3)c3nc4ccccc4nc32)c(OC)c1 | -29% | 7% | 17% | -15% | -5% | 12% | -1.1 | 0.21 | -0.24 | 0.084 | 2% | 3.2%
O=C(Nc1ccc(N2CCOCC2)c(Cl)c1)c1ccc(Br)o1 | 11% | -2% | 7% | -2% | 18% | -7% | -0.51 | 0.093 | -0.49 | -0.28 | 9% | -4.3%
CC1=CC(C)C2(COC(c3ccc[n+](C)c3)OC2)C(C)C1 (stereo unspecified) | 4% | 0% | -3% | -11% | 12% | 7% | 2 | -0.17 | 1.3 | -1.3 | -10% | -13%
COc1ccc2c(c1)C=C(CN1CCN(C3CCCC3)C(CCO)C1)CO2 (stereo unspecified) | 0% | 14% | 2% | -8% | 3% | -4% | 1.1 | -0.2 | 0.13 | -0.34 | -5% | -7.2%
COc1cccc(OCC(=O)Nc2cc(Cl)ccc2Oc2ccccc2)c1 | 1% | -2% | 7% | 7% | 11% | 0% | -0.64 | -0.15 | 0.23 | -1.4 | -4% | -1.6%
CC(C)CC(=O)Nc1cccc(NC(=O)CC(C)C)n1 | -2% | 0% | -3% | 5% | -7% | 2% | -0.096 | -0.35 | -0.52 | 0.36 | -3% | 2.1%
CC(C)Cn1c(-c2ccc(Br)cc2)c[nH]c1=S | -22% | 3% | -5% | 15% | -9% | 6% | 0.69 | -0.16 | 0.034 | 0.19 | -4% | -6.8%
CCOC(=O)c1nnn(-c2nonc2N)c1CN(C)Cc1ccccc1 | 7% | 2% | -8% | 0% | 6% | 1% | -0.7 | -0.24 | -0.061 | 1 | -2% | -2.9%
O=C(CO)N/N=C/c1ccc(Cl)cc1 | -10% | -1% | 3% | -11% | -1% | -4% | 0.71 | -0.23 | 0.71 | 0.36 | -7% | -3.1%
CC(=O)c1ccc(S(=O)(=O)NCCCC(=O)NCCc2ccccn2)cc1 | 4% | 0% | -8% | 5% | 5% | 0% | 1.9 | 0.51 | 0.8 | 0.0089 | -3% | -5.8%
COc1ccc(C2NC(=O)C(C#N)=C(S)N2c2cccc(C)c2)cc1OC (stereo unspecified) | -4% | 2% | 32% | 8% | -3% | -2% | -1.7 | 0.83 | -0.73 | -0.79 | 1% | -3.7%
COc1ccc(CCN2C(=O)NC(NC(C)=O)(C(F)(F)F)C2=O)cc1OC (stereo unspecified) | 4% | -2% | 3% | -2% | 0% | 1% | 3.4 | 2.3e-05 | 1.9 | -1.4 | 4% | -1.5%
Cc1cccc(S(=O)(=O)c2c(C)cc(C)nc2Cl)c1 | 3% | -4% | 2% | 1% | 3% | 6% | -0.61 | -0.34 | 0.12 | 0.58 | -2% | -0.5%
COc1ccccc1N1CCN(CC(O)COc2c(OC)cccc2OC)CC1 (stereo unspecified) | 45% | 2% | 10% | -8% | 22% | 6% | -0.98 | -0.27 | -0.37 | 1.1 | -4% | -2.4%

Structural class, the compounds so far containing two or more sulfur atoms
SMILES | PMI inhibition | Siah-1 displacement | AID2073 | P. falciparum M17LAP | PMI inhibitors | M1AAP inhibition | Dynein cargo inh | Dynein cargo inh cytoplasmic EGFP | Dynein cargo inh nuclear GR-EGFP | Dynein cargo inh cell count | LYP phosphatase | XIAP antagonists
CCCC(C(=O)O)N1C(=O)/C(=C/c2cccn2C)SC1=S (stereo unspecified) | 31% | -11% | -3% | u | 21% | 15% | 0.79 | -0.23 | 0.14 | -0.61 | 6% | -5.3%
Cc1cc(SCC(=O)Nc2cccc(S(N)(=O)=O)c2)c(C)cc1Br | 2% | 2% | 0% | -4% | 2% | 2% | -0.32 | -0.3 | -0.04 | -0.0049 | -2% | -11%

Compounds as they come. About 2.1% of those tested had a hit in this group.
